Assay outcomes: PubChem, Broad Institute
FN deposit inh: fibronectin deposition inhibition | hit rate 0.086% among 350,000 | inhibition, % at 12.6 µM | AH1F fibroblasts, Alexa488-fibronectin deposition fluorescence, overnight;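 active = mean inhibition across replicates of 30% or more, regardless of how many single replicates reach that level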;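 also: positive control wells lacked labelled fibronectin entirely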
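Material: AH1F fibroblasts assembling fluorescent fibronectin matrix; amount: 10000 AH1F cells/well; medium: DMEM, 2% serum; reagent: Alexa488-fibronectin, 24 nM final in well; dosing: single compound dose, delivered by pin transfer; incubation: 1 h adhesion, overnight exposure; detection: fluorescence after three HBSS washes, excitation 485 nm, emission 525 nm; measure: fibronectin deposition inhibition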
LGR2 antag: blocks bursicon-induced cAMP signaling via Drosophila LGR2. AID 720647. inhibition, % at 9.99 µM. hit rate 0.35% among 380,000. HEK293 LGR2, CRE-luciferase, bursicon-stimulated, 4 h;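 active = drop in luminescence signal, shown as inhibition above about 50% in the replicate tests, limit read from the data, passing the limit was not always enough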;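 also: agonist challenge used bursicon conditioned medium at about half maximal strength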
miR-122 sensor: blocks miR-122 activity in Huh7 sensor cells; Huh7 miR-122 Renilla luciferase sensor, 48 h; neutral wells = 0, positive control = 100; activation (reporter increase), % at 12.5 µM; hit rate 0.3% among 340,000; AID 602342;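 active = mean replicate activation score at least 90 and every replicate individually at or above 90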;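 also: higher luciferase means less miR-122 activity so hits act as miR-122 inhibitors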
Cneo AK release: causes C. neoformans cell lysis | adenylate kinase release luminescence, 4 h; normalised: neutral wells 0, clomiphene wells 100 | lysis activity, % at 15 µM | hit rate 0.2% among 360,000 | AID 651654;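 active = mean lysis activity across replicates of at least 80%, whatever share of replicates individually reach that level; inactive = mean lysis activity below 80%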
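read-out = cell lysis signal | test system = log-phase Cryptococcus neoformans yeast cells | input = cells at 5 × 10^6 per mL | medium = fresh YPD growth medium | signal = luminescent adenylate kinase detection reagent | timing = 4 h at 37 °C static, read 1 h later | dosing = single dose | controls = Clomiphene as positive lysis control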
PGC1a acetyl inh: modulators of PGC1a acetylation | U2OS PGC1a acetylation, AlphaScreen anti-acetyl-lysine; with virally co-expressed GCN5 acetyltransferase | inhibition, % at 15.6 µM | hit rate 0.17% among 350,000 | AID 651687;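 active = every replicate shows inhibition of at least 40%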;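 also: 0% = neutral control wells and 100% = positive control wells; some results beyond the cut were filed as inactive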
PAX8 inh HTS: inhibitors of PAX8 transcriptional activity in RMG-I cells; AID 652154; RMG-I TPO-luciferase reporter, SteadyGlo, 24 h; hit rate 1.2% among 360,000; inhibition, % at 12.6 µM;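 active = mean replicate inhibition at least 60% with every replicate also reaching 60%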;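 also: luciferase light reporting Pax8 driven TPO promoter activity; plate controls were median of neutral control wells for no effect and mitoxantrone controls for full effect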
EWS-Fli block: inhibitors of EWS/Fli oncoprotein transcriptional activity. hit rate 0.67% among 350,000. AID 651661. inhibition, % at 12.6 µM. A673 NR0B1-luciferase reporter, viability-normalised;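 active = mean inhibition of at least 50% after viability correction, with every replicate also passing that limit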;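 also: firefly luciferase signal divided by Alamar Blue viability fluorescence both relative to DMSO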
CASP6 VEID inh: caspase-6 (human) enzyme inhibition; P55212; purified caspase-6, Z-VEID-R110 cleavage fluorescence; inhibition, % at 12.5 µM; hit rate 0.53% among 350,000;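 active = mean inhibition across replicates at least about 35%, with every replicate also reaching that limit, limit read from the data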;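 also: 0% = median of neutral control wells and 100% = no fluorescence left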
Target sequence (P55212 24-179 limits assumed): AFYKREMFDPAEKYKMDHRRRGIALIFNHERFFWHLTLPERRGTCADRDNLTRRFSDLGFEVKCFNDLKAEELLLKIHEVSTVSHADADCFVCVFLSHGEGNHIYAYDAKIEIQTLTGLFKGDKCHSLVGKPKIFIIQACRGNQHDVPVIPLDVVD
Target sequence (P55212 194-293 limits assumed): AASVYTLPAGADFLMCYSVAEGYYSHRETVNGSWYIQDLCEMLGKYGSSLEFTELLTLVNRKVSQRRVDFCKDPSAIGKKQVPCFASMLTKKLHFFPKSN
Starred values were filed as active, the others as inactive; [ ] = another dose, or the depositor's remark.

What do the screens show for `Cc1noc(C)c1S(=O)(=O)Nc1ccc2c(c1)C(=O)N([C@@H](C)CO)C[C@H](C)[C@@H](CN(C)Cc1ccccc1)O2`?
LGR2 antag: -5; miR-122 sensor: -1[16.7 µM]; Cneo AK release: 2; PAX8 inh HTS: -23; EWS-Fli block: -6; CASP6 VEID inh: -3

What do the screens show for `CC(C)c1nnc(NC(=O)CCC(=O)Nc2ccc(Cl)cc2)s1`?
FN deposit inh: -2; LGR2 antag: -14; PAX8 inh HTS: -7; CASP6 VEID inh: 1

How did C[C@@H]1CN([C@H](C)CO)C(=O)c2cc(NS(=O)(=O)c3ccc(F)cc3)ccc2O[C@@H]1CN(C)Cc1ccc(C(F)(F)F)cc1 do in these assays?
LGR2 antag: 12; miR-122 sensor: -4[16.7 µM]; Cneo AK release: 11; PGC1a acetyl inh: -6; PAX8 inh HTS: 115*; EWS-Fli block: 68*; CASP6 VEID inh: 1

How did CC(C)C[C@H]1CN(CCCC[C@H]2CNC(=O)C(=O)N2CC2CCCCC2)C(=O)C(=O)N1Cc1ccccc1 do in these assays?
FN deposit inh: -1; LGR2 antag: 0; PAX8 inh HTS: 20; EWS-Fli block: 2; CASP6 VEID inh: 5

What do the screens show for `C[C@@H]1CN([C@@H](C)CO)C(=O)c2cc(-c3cccc(C(=O)N(C)C)c3)cnc2O[C@H]1CN(C)S(=O)(=O)c1ccccc1`?
FN deposit inh: 1; LGR2 antag: -10; Cneo AK release: -4; PGC1a acetyl inh: -3; PAX8 inh HTS: 14; EWS-Fli block: -6; CASP6 VEID inh: -5

What do the screens show for `C/C(CC(=O)Nc1cccnc1)=N\NC(=O)C(C)Oc1ccc(Cl)cc1Cl` (centres undefined)?
FN deposit inh: 0; PAX8 inh HTS: 9; EWS-Fli block: 15; CASP6 VEID inh: -2

Results for CCOC(=O)N1CCN(c2cc(NCCO)c([N+](=O)[O-])c3nonc23)CC1 ?
FN deposit inh: -6; LGR2 antag: 2; miR-122 sensor: -4; Cneo AK release: 1; PGC1a acetyl inh: 12; PAX8 inh HTS: -6; EWS-Fli block: 7; CASP6 VEID inh: -5

Results for COc1ccc(-c2cc(C(F)(F)F)nc(SCC(=O)Nc3ccc4c(c3)OCO4)n2)cc1OC ?
FN deposit inh: 9; miR-122 sensor: -10; Cneo AK release: 4; PGC1a acetyl inh: -4; PAX8 inh HTS: 6; EWS-Fli block: 14; CASP6 VEID inh: 0

What do the screens show for `CCCOc1ccc(/C=N/NC(=O)c2ccc3c(c2)OCO3)c(OCCC)c1`?
FN deposit inh: -9; LGR2 antag: -10; Cneo AK release: 0; PAX8 inh HTS: -6; EWS-Fli block: -9

Results for Cc1cccc(C(=O)Oc2c(Br)cc(Br)cc2/C=N/NC(=O)c2ccncc2)c1 ?
FN deposit inh: -10; LGR2 antag: 6; miR-122 sensor: -11; Cneo AK release: -3; PGC1a acetyl inh: -17; PAX8 inh HTS: 8; EWS-Fli block: 18; CASP6 VEID inh: -4

How did O=C(Nc1cccc(C(=O)O)c1)/C(=C\c1ccc2c(c1)OCO2)NC(=O)c1ccco1 do in these assays?
FN deposit inh: 1; LGR2 antag: 2; PGC1a acetyl inh: 8; PAX8 inh HTS: -6; EWS-Fli block: 8; CASP6 VEID inh: 3

What do the screens show for `C[C@H]1CN([C@@H](C)CO)C(=O)c2cc(NC(=O)CCCCCC(=O)Nc3ccccc3N)ccc2O[C@H]1CN(C)S(=O)(=O)c1ccc(Cl)cc1`?
LGR2 antag: 4; PGC1a acetyl inh: -5; PAX8 inh HTS: 5; EWS-Fli block: 4; CASP6 VEID inh: 3

What do the screens show for `CCCN1C(C)C(C(=O)OCC)=CN(Cc2ccc(Br)cc2)S1(=O)=O` (centres undefined)?
LGR2 antag: 20; miR-122 sensor: 0; Cneo AK release: 1; PGC1a acetyl inh: -15; PAX8 inh HTS: -17; EWS-Fli block: -6; CASP6 VEID inh: -2

Results for Cc1ccc(N2CC(C(=O)NC3CCCCCC3)CC2=O)cc1 (centres undefined) ?
FN deposit inh: -1; LGR2 antag: -23; miR-122 sensor: 0; Cneo AK release: 10; PGC1a acetyl inh: 12; PAX8 inh HTS: -8; EWS-Fli block: 4; CASP6 VEID inh: -6

Results for COc1ccccc1-c1cc2nc(C)cc(C)n2n1 ?
FN deposit inh: -7; LGR2 antag: -34; miR-122 sensor: 11; Cneo AK release: 1; PGC1a acetyl inh: 7; PAX8 inh HTS: -48; EWS-Fli block: -38; CASP6 VEID inh: 0

Results for Cc1ccccc1NC(=O)C1CCN(C(=O)N2CCOc3ccccc32)CC1 ?
FN deposit inh: -5; LGR2 antag: -15; miR-122 sensor: -5; Cneo AK release: -1; PGC1a acetyl inh: -7; PAX8 inh HTS: 18; EWS-Fli block: 2; CASP6 VEID inh: -1

What do the screens show for `CCS(=O)(=O)NCC[C@H]1CC[C@H](NS(=O)(=O)c2ccccc2C)[C@H](CO)O1`?
FN deposit inh: -16; LGR2 antag: -10; Cneo AK release: 11; PGC1a acetyl inh: -1; PAX8 inh HTS: -17; EWS-Fli block: -8; CASP6 VEID inh: -6

What do the screens show for `CN(CC(=O)Nc1cccc(F)c1)C(=O)c1ccc(C2SCCS2)cc1`?
FN deposit inh: -1; LGR2 antag: -6; Cneo AK release: -5; PGC1a acetyl inh: -6; PAX8 inh HTS: -19; EWS-Fli block: 5; CASP6 VEID inh: -1

What do the screens show for `COc1ccc(NC(=O)CSc2n[nH]c(-c3ccncc3)n2)cc1Cl`?
FN deposit inh: 0; LGR2 antag: -9; Cneo AK release: 15; PGC1a acetyl inh: -8; PAX8 inh HTS: -2; EWS-Fli block: 2; CASP6 VEID inh: -2

How did CNC[C@@H]1Oc2ccc(NC(=O)Nc3cccc4ccccc34)cc2C(=O)N([C@H](C)CO)C[C@H]1C do in these assays?
LGR2 antag: 11; miR-122 sensor: 1[16.7 µM]; Cneo AK release: 53; PGC1a acetyl inh: 0; PAX8 inh HTS: -13; EWS-Fli block: -5; CASP6 VEID inh: 4

Quoted from the entries so far for reference:
What do the screens show for `Cc1noc(C)c1S(=O)(=O)Nc1ccc2c(c1)C(=O)N([C@@H](C)CO)C[C@H](C)[C@@H](CN(C)Cc1ccccc1)O2`?
LGR2 antag: -5; miR-122 sensor: -1[16.7 µM]; Cneo AK release: 2; PAX8 inh HTS: -23; EWS-Fli block: -6; CASP6 VEID inh: -3

What do the screens show for `CC(C)c1nnc(NC(=O)CCC(=O)Nc2ccc(Cl)cc2)s1`?
FN deposit inh: -2; LGR2 antag: -14; PAX8 inh HTS: -7; CASP6 VEID inh: 1

Remaining list, next part
Results for COc1ccccc1NC(=O)c1cccnc1 ?
FN deposit inh: -1; miR-122 sensor: 10; Cneo AK release: 1; PGC1a acetyl inh: -5; PAX8 inh HTS: -11

How did CCCCCCCCNC(=O)c1cnsn1 do in these assays?
LGR2 antag: 6; PAX8 inh HTS: 12; EWS-Fli block: 5; CASP6 VEID inh: 2

Results for CC(C)CCN1CCN(Cc2ccc(N3CCNC3=O)cc2)CC1CCO (centres undefined) ?
FN deposit inh: -4; LGR2 antag: -4; PGC1a acetyl inh: -11; PAX8 inh HTS: 4; EWS-Fli block: -4; CASP6 VEID inh: -6

How did O=C(NNC(=O)c1ccccc1[N+](=O)[O-])c1ccc(NS(=O)(=O)c2cccs2)cc1 do in these assays?
FN deposit inh: 3; LGR2 antag: -1; miR-122 sensor: -1; Cneo AK release: 2; PGC1a acetyl inh: 5; PAX8 inh HTS: -3; CASP6 VEID inh: 3

Results for CCOC(=O)Cn1c(=O)oc2cc(S(=O)(=O)NCC3CCCO3)ccc21 (centres undefined) ?
FN deposit inh: 1; LGR2 antag: -22; miR-122 sensor: 1; Cneo AK release: 0; PGC1a acetyl inh: 1; PAX8 inh HTS: 0; EWS-Fli block: 2; CASP6 VEID inh: 2

How did CCCS(=O)(=O)N1CCc2cc(OC)c(OC)cc2C1 do in these assays?
FN deposit inh: 1; miR-122 sensor: -6; Cneo AK release: 0; PGC1a acetyl inh: -20; PAX8 inh HTS: 11

Results for Cc1ccc2nc(SCn3nnc4ccccc4c3=O)[nH]c2c1 ?
FN deposit inh: 5; LGR2 antag: -47; miR-122 sensor: 8; Cneo AK release: -1; PGC1a acetyl inh: 1; PAX8 inh HTS: -20; EWS-Fli block: -64; CASP6 VEID inh: 5

How did c1ccc2sc(N3CCCCC3)nc2c1 do in these assays?
FN deposit inh: -15; LGR2 antag: -93; miR-122 sensor: -5; Cneo AK release: -1; PGC1a acetyl inh: 3; PAX8 inh HTS: -223; EWS-Fli block: -72; CASP6 VEID inh: -3

What do the screens show for `CCOCCCNC(=O)CN1C(=O)CSc2cc(S(=O)(=O)N3CCCCCC3)ccc21`?
LGR2 antag: -10; miR-122 sensor: 0; Cneo AK release: 2; PGC1a acetyl inh: -2; EWS-Fli block: 1; CASP6 VEID inh: -2

How did Cc1ccc(-c2n[nH]c(=S)c3ccccc23)cc1 do in these assays?
FN deposit inh: 11; LGR2 antag: 1; miR-122 sensor: -4; Cneo AK release: 9; PAX8 inh HTS: -7; EWS-Fli block: -2; CASP6 VEID inh: 1

How did CCCC[C@@H]1CNC(=O)C(=O)N1CCCCC1CCCCC1 do in these assays?
FN deposit inh: -10; LGR2 antag: -4; PAX8 inh HTS: -2; EWS-Fli block: -6; CASP6 VEID inh: 4

Results for C/C(=N\NC(=O)c1ccn(C)n1)c1ccc(NC(=O)C2CCC2)cc1 ?
FN deposit inh: 7; LGR2 antag: -10; Cneo AK release: -3; PAX8 inh HTS: -17; EWS-Fli block: 1; CASP6 VEID inh: -4

How did O=C(COc1cccnc1[N+](=O)[O-])Nc1ccc2c(c1)OCO2 do in these assays?
LGR2 antag: -46; PAX8 inh HTS: -47; EWS-Fli block: -14; CASP6 VEID inh: -4

Results for C[C@@H]1CN([C@@H](C)CO)S(=O)(=O)c2ccc(-c3cccnc3)cc2O[C@@H]1CN(C)C(=O)c1cccc(F)c1 ?
FN deposit inh: 11; LGR2 antag: 15; miR-122 sensor: 5[16.7 µM]; Cneo AK release: 2; PGC1a acetyl inh: 4; EWS-Fli block: -5; CASP6 VEID inh: 0

Results for CCCn1c(N)c(C(=O)COC(=O)c2cccc(S(=O)(=O)N3CCOCC3)c2)c(=O)[nH]c1=O ?
FN deposit inh: -3; LGR2 antag: -14; miR-122 sensor: -12; Cneo AK release: 0; PGC1a acetyl inh: -4; PAX8 inh HTS: -7; EWS-Fli block: 2; CASP6 VEID inh: -1

What do the screens show for `Cc1noc(C)c1NC(=O)N(C)C[C@@H]1Oc2ccc(NC(=O)CCC(F)(F)F)cc2CC(=O)N([C@H](C)CO)C[C@H]1C`?
FN deposit inh: -4; LGR2 antag: 2; miR-122 sensor: 0[16.7 µM]; Cneo AK release: -2; PGC1a acetyl inh: 14; PAX8 inh HTS: -8; EWS-Fli block: -3; CASP6 VEID inh: -1

How did CC(=O)N(CCc1cccc(C)c1)Cc1cc2cc(C)ccc2[nH]c1=O do in these assays?
FN deposit inh: -2; LGR2 antag: 2; miR-122 sensor: -5; Cneo AK release: -1; PGC1a acetyl inh: 9; PAX8 inh HTS: 14; EWS-Fli block: 6; CASP6 VEID inh: -2

What do the screens show for `CCOC(=O)C(C(=O)OCC)C(C[N+](=O)[O-])c1ccccc1` (centres undefined)?
FN deposit inh: -3; LGR2 antag: -7; PAX8 inh HTS: -33; EWS-Fli block: 4; CASP6 VEID inh: -3
